Efflux pump mplx – blocks antifungal efflux pumps in multiplex yeast assay; S. cerevisiae Candida pump triplex, Nile Red efflux; inhibition, % at 10 µM; 330,000 tested, 0.44% active;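 active = plate passing quality check with inhibition over a set limit, or well fluorescence over plate mean plus 4 SD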;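 note: Nile Red retained in pooled yeast measured as flow cytometry median fluorescence; 0% = buffer negative control and 100% = Enniatin B positive control; higher means more Nile Red kept so more efflux inhibition; some compounds called inactive have numbers as strong as hits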
VLA-4 inh – inhibition in a human VLA-4 binding assay; inhibition, % (about 7 µM as worked out from the volumes in the protocol); VLA-4 expressing cells, ligand binding flow cytometry; AID 2557; 330,000 tested, 0.2% active; in the data active = inhibition above about 50%
Fam108B inh – blocks mouse Fam108B hydrolase in RBBP9 counter-screen | inhibition, % at 9.51 µM | recombinant Fam108B, FP-Rh probe fluorescence polarization | 300,000 tested, 0.33% active;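 active = inhibition above the screen mean inhibition plus 3 SD, computed separately per campaign, cut at about 18% in these data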;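 note: inhibitors lower polarization as less probe binds the enzyme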
MEX-5 binding – C. elegans MEX-5 TCR-2 RNA binding activity. Q9XUB2. MEX-5/FITC-TCR2 RNA binding, fluorescence polarization; active compounds read low. activity score (negative = inhibition of binding), % at 10 µM. 300,000 tested, 0.38% active. AID 1832;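 active = inhibition past about -25% in most replicates, and total fluorescence under double the plate's negative control median, limit read from the data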;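 note: 0% = DMSO and -100% = 5 µM competing unlabeled TCR2 RNA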
Target sequence (Q9XUB2 whole entry, looked up): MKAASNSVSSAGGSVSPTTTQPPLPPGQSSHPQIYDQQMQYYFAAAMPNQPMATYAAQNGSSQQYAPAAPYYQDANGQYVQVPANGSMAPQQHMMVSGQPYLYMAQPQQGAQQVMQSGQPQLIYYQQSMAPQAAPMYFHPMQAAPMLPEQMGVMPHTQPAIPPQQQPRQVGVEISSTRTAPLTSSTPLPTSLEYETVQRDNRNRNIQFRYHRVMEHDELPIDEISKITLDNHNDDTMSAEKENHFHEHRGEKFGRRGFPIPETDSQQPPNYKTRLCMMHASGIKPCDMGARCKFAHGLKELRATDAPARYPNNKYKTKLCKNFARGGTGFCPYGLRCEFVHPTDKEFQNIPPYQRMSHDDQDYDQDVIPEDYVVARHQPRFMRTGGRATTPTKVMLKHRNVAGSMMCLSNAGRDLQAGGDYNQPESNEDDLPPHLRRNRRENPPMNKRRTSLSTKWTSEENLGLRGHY
MCL1 BIM primary – inhibitors of human MCL1 binding to BIM-BH3 peptide; Q07820; GST-MCL1 / FITC-Bim-BH3 fluorescence polarization; inhibition, % at 10.9 µM; 320,000 tested, 0.68% active;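 active = inhibition above the mean inhibition of all tested compounds plus 3 SD, set per campaign, cut at about 40% in these data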;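 note: 0% = DMSO wells and 100% = unlabeled Bim-BH3 peptide control; higher means more loss of mP so more displacement of Bim peptide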
Target sequence (Q07820 whole entry, looked up): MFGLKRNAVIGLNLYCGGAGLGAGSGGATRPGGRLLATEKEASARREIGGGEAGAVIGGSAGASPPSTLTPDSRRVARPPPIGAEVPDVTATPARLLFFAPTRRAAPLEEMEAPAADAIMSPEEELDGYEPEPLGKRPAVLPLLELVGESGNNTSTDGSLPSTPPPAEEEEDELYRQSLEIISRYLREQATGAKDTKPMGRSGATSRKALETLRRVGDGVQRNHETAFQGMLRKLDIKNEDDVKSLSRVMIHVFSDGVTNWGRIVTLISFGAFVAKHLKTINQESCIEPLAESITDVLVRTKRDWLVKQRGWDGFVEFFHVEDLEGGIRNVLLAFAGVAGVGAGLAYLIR
Bcl-xL primary – Bcl-xL (human) inhibition; AID 2129; 320,000 tested, 0.7% active; GST-Bcl-xL / FITC-Bim BH3 peptide fluorescence polarization; Q07817; inhibition, % at 10.9 µM;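 active = inhibition above the mean of all tested compounds plus 3 SD, cutoff set per campaign, cut at about 30% in these data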;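 note: 0% = DMSO wells and 100% = unlabeled Bim-BH3 peptide competitor; inhibitors lower millipolarization by displacing the labeled peptide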
Target sequence (Q07817 whole entry, looked up): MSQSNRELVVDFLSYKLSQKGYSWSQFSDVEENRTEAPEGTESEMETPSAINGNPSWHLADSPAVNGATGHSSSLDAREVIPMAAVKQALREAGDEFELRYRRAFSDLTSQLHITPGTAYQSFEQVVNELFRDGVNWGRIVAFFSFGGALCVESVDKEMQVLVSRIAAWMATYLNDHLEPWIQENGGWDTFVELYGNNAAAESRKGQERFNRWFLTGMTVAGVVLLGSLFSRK
GLD-1 RNA inh – GLD-1-TGE RNA interaction inhibition (C. elegans). Q17339. purified GLD-1 + fluorescein TGE RNA, fluorescence polarization. inhibition, % at 5.96 µM. 320,000 tested, 0.44% active. AID 2280;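 active = percent inhibition above a per-plate cutoff, the plate mean of test compounds plus 3 SD, cut at about 30% in these data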;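 note: 0% = DMSO wells with GLD-1 and probe and 100% = wells lacking GLD-1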
PME-1 primary – blocks human protein phosphatase methylesterase 1; Q9Y570; recombinant PME-1, FP-Rh probe fluorescence polarization; inhibition, % at 5.9 µM; 320,000 tested, 0.53% active; AID 2130;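 active = inhibition above the campaign mean of all compounds plus 3 SD, cut at about 26% in these data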;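 note: competitive labeling of PME-1 active site by serine hydrolase directed probe; 0% = PME-1 with DMSO and 100% = wells lacking PME-1 enzyme; inhibitors block probe labeling so polarization falls and inhibition rises; many of its hits are not listed in these tables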
GRK2 aptamer HTS – human GRK2 inhibition via aptamer displacement | P25098 | bead flow cytometry, FAM-aptamer displacement from GRK2 | inhibition of aptamer binding, % at 10 µM | 330,000 tested, 0.59% active | AID 488847;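 active = inhibition of aptamer binding above 40%, roughly 3 SD of noise, on plates passing a quality check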;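 note: median bead fluorescence of bound FAM aptamer so fluorescent compounds give negative values; no value below 0 was filed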
Starred values were filed as active, the others as inactive; / = no result given. Not all compounds are listed; the hit share may differ from the screen's.

Start of the listing, in advance:
SMILES	Efflux pump mplx	VLA-4 inh	Fam108B inh	MEX-5 binding	MCL1 BIM primary	Bcl-xL primary	GLD-1 RNA inh	PME-1 primary	GRK2 aptamer HTS
CC1=NN(c2ccccc2)C(=O)/C1=C/c1cc2cc(C)ccc2nc1N1CCCCC1	-0.2	21	6	-4.1	2	11	0	15	0
CCc1nnc(NC(=O)CSc2nnc(C(C)NC(=O)c3ccccc3F)n2C)s1 (stereo not given)	0.0	-4	1	-2.3	2	1	0	1	2
Cc1ccc(C(=O)C(O)C(c2ccc(C)cc2)N2CCCCC2)cc1 (stereo not given)	-0.1	-1	-3	0.1	14	3	-12	-10	0
CC(=O)c1ccc(NC(=O)C2CC2c2ccccc2)cc1 (stereo not given)	0.0	-5	0	-0.1	0	1	5	1	0
O=C(Nc1ccc(S(=O)(=O)N2CCCC2)cc1)c1ccc(Cl)nc1	-0.1	1	0	0.7	-24	-8	6	3	2
CC1CCN(C(=O)C2CCN(S(=O)(=O)c3cccc4nonc34)CC2)CC1	0.1	8	4	-0.2	-8	-5	-9	5	0
CCC(=O)Nc1c(OC(=O)CC)ccc2c(C)cc(=O)oc12	0.0	12	2	-0.3	-1	6	5	-6	0
CCOC(=O)C1=C(C)NC(=O)C(C#N)C1c1ccco1 (stereo not given)	-0.1	4	-5	-0.2	9	-1	-9	-7	27
C=CC[C@H](CC(=O)N(CCO)Cc1ccccc1)C(=O)NCCOC(=O)[C@@H](CC=C)Cc1ccc(F)cc1	0.1	12	/	/	/	/	7	/	2
C/C(=N\NC(=O)Cc1c(C)[nH][nH]c1=O)c1ccc2ccccc2c1	-0.6	61*	-2	-2.0	9	4	2	-2	0

The listing (from the top)
SMILES	Efflux pump mplx	VLA-4 inh	Fam108B inh	MEX-5 binding	MCL1 BIM primary	Bcl-xL primary	GLD-1 RNA inh	PME-1 primary	GRK2 aptamer HTS
CC1=NN(c2ccccc2)C(=O)/C1=C/c1cc2cc(C)ccc2nc1N1CCCCC1	-0.2	21	6	-4.1	2	11	0	15	0
CCc1nnc(NC(=O)CSc2nnc(C(C)NC(=O)c3ccccc3F)n2C)s1 (stereo not given)	0.0	-4	1	-2.3	2	1	0	1	2
Cc1ccc(C(=O)C(O)C(c2ccc(C)cc2)N2CCCCC2)cc1 (stereo not given)	-0.1	-1	-3	0.1	14	3	-12	-10	0
CC(=O)c1ccc(NC(=O)C2CC2c2ccccc2)cc1 (stereo not given)	0.0	-5	0	-0.1	0	1	5	1	0
O=C(Nc1ccc(S(=O)(=O)N2CCCC2)cc1)c1ccc(Cl)nc1	-0.1	1	0	0.7	-24	-8	6	3	2
CC1CCN(C(=O)C2CCN(S(=O)(=O)c3cccc4nonc34)CC2)CC1	0.1	8	4	-0.2	-8	-5	-9	5	0
CCC(=O)Nc1c(OC(=O)CC)ccc2c(C)cc(=O)oc12	0.0	12	2	-0.3	-1	6	5	-6	0
CCOC(=O)C1=C(C)NC(=O)C(C#N)C1c1ccco1 (stereo not given)	-0.1	4	-5	-0.2	9	-1	-9	-7	27
C=CC[C@H](CC(=O)N(CCO)Cc1ccccc1)C(=O)NCCOC(=O)[C@@H](CC=C)Cc1ccc(F)cc1	0.1	12	/	/	/	/	7	/	2
C/C(=N\NC(=O)Cc1c(C)[nH][nH]c1=O)c1ccc2ccccc2c1	-0.6	61*	-2	-2.0	9	4	2	-2	0
CCOc1ccc(NC(=O)C2CC(=O)N3CCCN=C3S2)cc1 (stereo not given)	0.2	12	-1	-2.2	10	14	7	-2	1
O=C(CCNC(=O)c1ccccc1Cl)NCCCSc1ccccc1	0.0	10	/	/	9	8	9	-3	0
CCNC(=S)NNC(=O)c1ccc(=O)n(Cc2ccccc2)c1	0.5	19	0	-1.2	2	-4	-5	-1	0
Cn1c(=O)c2c(nc(NCc3ccccc3)n2C)n(C)c1=O	-0.1	8	1	0.9	1	1	10	5	2
COc1ccc(CNC(=O)CCCn2c(SCC#N)nc3cc4c(cc3c2=O)OCO4)cc1	0.0	0	-9	/	1	3	5	7	0
CN(C)C(=O)COC(=O)[C@H](Cc1ccccc1)NC(=O)c1ccco1	-0.1	0	0	-3.0	-6	1	-6	3	3
COC(=O)c1ccc(C(NC(=O)c2cccnc2)NC(=O)c2cccnc2)cc1	-0.4	22	-1	1.7	5	3	4	7	1
COc1cccc(-c2cc(C(=O)NCC3CCCO3)on2)c1 (stereo not given)	0.1	8	-3	-4.6	7	4	1	-3	0
O=C(CNC(=O)c1ccccc1)NCC(=O)OCC(=O)c1ccc(F)cc1	-0.3	15	-1	0.2	1	2	8	2	2
C/C(=N\N=C(N)N)c1cc(Cl)ccc1Cl	0.1	7	0	0.5	11	2	2	2	0
Cc1ccc(C)c(NC(=O)CN(C)C(=O)c2ccc(-c3ccc(Cl)cc3)o2)c1	0.2	13	-8	-0.6	-8	-5	1	2	0
O=C(Cn1cc(C(=O)c2ccco2)c2ccccc21)NCc1ccco1	-0.1	13	-3	-3.1	2	1	11	4	0
CCOC(=O)N1CCC(n2c(SCC(=O)N3CCC(C)CC3)nc3ccccc3c2=O)CC1	0.1	11	-3	0.6	1	1	4	-7	3
CCOc1ccc(S(=O)(=O)NCc2ccccc2)cc1C(N)=O	0.0	8	6	0.8	5	6	-4	0	0
CCOc1cc(/C=N/NC(=O)C(=O)NCC2CCCO2)ccc1OCC(=O)N1CCOCC1 (stereo not given)	0.0	10	-3	2.1	0	-1	0	-3	0

(continued)
SMILES	Efflux pump mplx	VLA-4 inh	Fam108B inh	MEX-5 binding	MCL1 BIM primary	Bcl-xL primary	GLD-1 RNA inh	PME-1 primary	GRK2 aptamer HTS
CCOC(=O)C1=C(C)NC(=O)NC1c1ccc(-c2ccc(F)cc2)o1 (stereo not given)	-0.1	-4	-1	0.0	5	4	3	0	4
O=C(NC(=S)Nc1ccccc1N1CCCC1)c1cccs1	0.0	-2	2	-6.1	12	9	2	2	2
CC(=O)Nc1ccc(NC(=O)[C@@H](NC(=O)c2ccccc2F)C(C)C)cc1	0.2	21	4	-1.3	-8	6	0	-3	20
CN(C)CCCNc1oc(/C=C/c2ccccc2)nc1C#N	0.0	4	-3	0.9	15	5	4	-2	0
CC(OC(=O)C1CC(O)CN1S(=O)(=O)c1ccccc1[N+](=O)[O-])C(=O)N1CCCCC1 (stereo not given)	-0.1	12	2	-1.5	-6	0	0	-1	0
FCCCOc1ccc(-c2nccc(-c3ccc(Br)cc3)n2)cc1	-0.2	6	0	-1.3	1	0	1	-3	0
CN1CCN(C(c2ccccc2)c2ccc(Cl)cc2)CC1 (stereo not given)	0.0	18	-2	/	7	12	-3	-1	0
O=C(CSc1nnc(-c2cnccn2)n1Cc1ccco1)c1ccccc1	0.1	26	1	-1.2	3	0	2	7	0
COC(=O)c1c(NC(=O)COC(=O)c2ccc(Cl)nc2)sc(C)c1C	0.1	27	1	1.8	-4	3	-1	-1	1
CC(C)c1ccc(C(O)P(=O)(OCc2ccccc2)c2ccc(N(C)C)cc2)cc1 (stereo not given)	0.4	0	-1	1.5	10	2	-3	8	2
CCOC(=O)C(OC(=O)c1sc(=S)n(C)c1C)C(C)=O (stereo not given)	-0.1	10	2	1.7	4	1	2	-2	6
CCN(CC)S(=O)(=O)c1ccc(=O)[nH]c1	-0.1	11	-2	1.6	-5	2	3	6	2
CNc1c(NS(=O)(=O)c2ccc(F)cc2)c(=O)oc2ccccc12	-0.1	13	-1	-1.0	-4	-6	8	-8	0
O=[N+]([O-])C1=C(Nc2cccc3ccccc23)CS(=O)(=O)C1	0.2	-3	-4	-1.8	11	4	4	3	0
CN(C)c1cccc(N(C)C)c1CNC(=O)NC(=O)c1c(F)cccc1F	0.4	1	2	0.0	7	5	4	2	1
CC(=O)c1cccc(NC(=O)C(OC(=O)c2cccs2)c2ccccc2)c1 (stereo not given)	0.2	13	-11	-0.9	-26	0	1	0	0
O=c1[nH][nH]c(C(F)(F)F)c1C=NCc1ccccc1Cl	0.1	0	2	3.0	-4	0	7	-10	1
O=C(c1cccs1)[C@@H]1[C@@H]2C(=O)N(Cc3ccc4c(c3)OCO4)C(=O)[C@@H]2C2c3ccccc3C=CN21 (stereo not given in full)	0.2	-13	-6	-1.2	43*	48*	39*	0	0
CC(=O)N1c2ccc(S(=O)(=O)N3CCCC(C(=O)N4CCCC(C)C4)C3)cc2CC1C (stereo not given)	-0.1	3	5	-2.1	-4	-1	8	-3	0
O=C(N/N=C/c1cccc(C(F)(F)F)c1)c1cc2c(s1)-c1ccccc1CC2	-0.2	1	-5	1.1	10	4	7	-15	4
CCOC(=O)C1CCN(C(=O)c2cc3cc(Cl)ccc3[nH]2)CC1	-0.2	-10	-6	1.3	-1	4	6	1	1
COC(=O)[C@@H](NC(=O)NCc1ccc(F)cc1)C(C)C	-0.5	1	2	-1.6	3	4	-2	1	1
CCc1cc(=O)oc2c3c(cc(OCC(=O)NCCN4CCOCC4)c12)OC(C)(C)CC3	0.6	7	-1	-1.2	-2	0	1	-7	1
Cc1cccc(-c2nc(CS(=O)CC(=O)N3CCN(C)CC3)c(C)o2)c1 (stereo not given)	0.1	-22	0	-0.3	3	6	9	2	0
C=CCOC(=O)C1=C[C@@H](c2csc3ccccc23)C[C@@H](OCCCCO)O1	/	/	6	-0.4	-3	-1	-1	4	/

The results go on.
SMILES	Efflux pump mplx	VLA-4 inh	Fam108B inh	MEX-5 binding	MCL1 BIM primary	Bcl-xL primary	GLD-1 RNA inh	PME-1 primary	GRK2 aptamer HTS
C=C(C)c1cccc(C(C)(C)NC(=O)Nc2ccc(Cl)cn2)c1	0.0	0	-2	/	5	4	0	2	1
COCCN(C(=O)COC(=O)/C=C/c1ccccc1Cl)c1c(N)n(Cc2ccccc2)c(=O)[nH]c1=O	-0.1	41	0	0.8	-1	1	5	7	0
O=C(CC1NCCNC1=O)Nc1ccc(Oc2ccccc2)cc1 (stereo not given)	0.0	13	0	1.8	-2	1	-9	2	0
Cc1cccnc1NC(=O)CCn1c(=O)oc2ccccc21	-0.1	6	4	-0.5	9	1	-3	1	1
COc1cccc(S(=O)(=O)NCc2ccc(C(=O)NCC3CCCO3)cc2)c1 (stereo not given)	-0.1	2	5	-3.4	2	3	24	5	0
C[C@H](CO)N1C[C@H](C)[C@@H](CN(C)C(=O)Nc2ccc(C(F)(F)F)cc2)Oc2c(NC(=O)NC3CCCCC3)cccc2C1=O	0.0	4	/	/	/	/	-1	/	5
COc1ccc(OC)c(NC(=O)CSCc2cnn(-c3ccccc3)c2-n2cccc2)c1	0.0	2	2	-0.6	1	5	6	9	2
N#Cc1c(/N=C/c2ccc(-c3ccccc3C(=O)O)o2)sc2c1CCCC2	0.1	9	-4	-1.0	17	10	-1	3	19
CN(CC(=O)Nc1c(Cl)cccc1Cl)C(=O)c1ccccc1SCC(=O)N1CCCC1	-0.4	4	1	-0.1	9	6	-7	3	0
COc1ccc(NC(=O)Nc2nnc(C(C)(C)C)s2)cc1	-0.1	-6	1	0.6	6	5	6	15	0

Screens (PubChem BioAssay)
